FBA Mtb inh – Mtb fructose-bisphosphate aldolase inhibition. purified M. tuberculosis FBA, fluorescence read-out. inhibition, % at 1 µM. 360,000 compounds, 2.3% hits; in the data active = inhibition above about 27%;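 note: 0% = vehicle and 100% = reference inhibitor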
BH1578 lux ind – quorum light induction in luxS cqsA deficient V. cholerae. V. cholerae BH1578 lux reporter, luminescence, 6 h. activation, % at 18.7 µM. 350,000 compounds, 0.16% hits; in the data active = activation mostly above about 9.7%, no sharp cut-off; note: not every result past the cut was called active; inactives centre near 0; reference of the scale not given here
3CLpro inhibitor – SARS-CoV 3CLpro protease inhibition. P0C6X7. recombinant SARS-CoV 3CLpro, quenched FRET peptide cleavage. inhibition, % at 6 µM. 290,000 compounds, 0.14% hits. AID 1706; in the data active = inhibition above about 12%
GDH-TPI counter – GDH-TPI coupled enzyme inhibition counter-screen; GDH-TPI coupled enzyme counterscreen, NADH absorbance; inhibition, % at 4.8 µM; 360,000 compounds, 1.2% hits; AID 588335; in the data active = inhibition above about 30%;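 note: 0% = DMSO wells and 100% = wells lacking the enzyme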
Mtb BioA inh – BioA (M. tuberculosis) enzyme inhibition; purified M. tuberculosis BioA enzyme, plate reader; inhibition, % at 9.99 µM; 360,000 compounds, 0.096% hits; in the data active = inhibition above about 40%
DUSP3 inh – inhibitors of human VHR1 phosphatase (DUSP3) | P51452 | recombinant VHR phosphatase, pNPP absorbance | inhibition, % at 13.3 µM | 290,000 compounds, 0.52% hits | AID 1654; in the data active = inhibition above about 50%; note: some compounds called inactive have numbers as strong as hits
Target sequence (P51452 whole entry, looked up): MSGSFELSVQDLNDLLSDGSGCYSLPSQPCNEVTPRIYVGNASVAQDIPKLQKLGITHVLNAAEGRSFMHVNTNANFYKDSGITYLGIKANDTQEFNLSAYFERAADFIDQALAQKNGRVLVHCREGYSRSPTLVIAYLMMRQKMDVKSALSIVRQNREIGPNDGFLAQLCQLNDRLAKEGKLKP
MazF activator – MazEF (E. coli) toxin RNase activation; P0AE70; activation, % at 20 µM; AID 504720; FAM/BHQ RNA-DNA oligo cleavage fluorescence, 5 h; 350,000 compounds, 0.32% hits; in the data active = activation above about 50%
Target sequence (P0AE70 whole entry, looked up): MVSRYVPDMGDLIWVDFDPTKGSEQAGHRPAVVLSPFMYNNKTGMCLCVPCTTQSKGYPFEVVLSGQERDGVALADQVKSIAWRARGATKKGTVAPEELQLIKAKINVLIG
Rv3671c protease – inhibits the M. tuberculosis serine protease Rv3671c; P9WHR9; inhibition, % at 5.96 µM; 320,000 compounds, 0.048% hits; AID 2606; in the data active = inhibition above about 38%;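 note: extracellular domain of Rv3671c used as enzyme; 0% = enzyme with DMSO and 100% = no enzyme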
Target sequence (P9WHR9 whole entry, looked up, the tested form may be a part): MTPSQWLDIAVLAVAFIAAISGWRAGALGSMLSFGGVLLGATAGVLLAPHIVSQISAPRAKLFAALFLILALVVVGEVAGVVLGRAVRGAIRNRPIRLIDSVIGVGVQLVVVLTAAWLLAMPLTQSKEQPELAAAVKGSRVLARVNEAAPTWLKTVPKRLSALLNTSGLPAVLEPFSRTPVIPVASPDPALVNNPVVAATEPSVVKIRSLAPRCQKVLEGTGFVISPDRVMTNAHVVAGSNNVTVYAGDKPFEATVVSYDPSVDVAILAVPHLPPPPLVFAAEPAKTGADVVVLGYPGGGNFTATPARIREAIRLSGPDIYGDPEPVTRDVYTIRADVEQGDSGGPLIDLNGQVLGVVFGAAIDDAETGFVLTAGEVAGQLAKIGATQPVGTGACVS
SSB-PriA inh – blocks PriA binding to SSB C-terminal tail | AlphaScreen SSBct-PriA binding, biotinylated peptide | inhibition, % at 33 µM | 430,000 compounds, 0.6% hits; in the data active = inhibition mostly above about 37%, no sharp cut-off; inactive = mostly below about 20%;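 note: plate controls were negative control peptide for no effect and reference peptide for full effect; strong numbers were not always called active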
Mtb UGM inh – blocks M. tuberculosis UGM enzyme; AID 504406; purified UGM, fluorescence polarization probe displacement; inhibition, % at 10 µM; 320,000 compounds, 0.06% hits; in the data active = inhibition above about 10%, passing the limit was not always enough
An asterisk follows results filed as active; i = inactive; / = not tested or not shown.

SMILES	FBA Mtb inh	BH1578 lux ind	3CLpro inhibitor	GDH-TPI counter	Mtb BioA inh	DUSP3 inh	MazF activator	Rv3671c protease	SSB-PriA inh	Mtb UGM inh
CC1(C)C([N+](=O)[O-])C(c2ccc(F)cc2)NC(c2ccc(F)cc2)C1[N+](=O)[O-] (configuration not stated)	2	i	0	2	0.2	28	-9	3	3	1.1
CCc1ccc(-c2cnc3nc[nH]c(=O)c3n2)cc1	135*	-0.6	/	6	-1.5	/	-11	-3	2	1.1
Cc1cccc(CSc2nnc(CCNC(=O)OC(C)(C)C)o2)c1	1	i	1	-7	0.5	8	11	-6	-11	2.9
COc1cccc(CNS(=O)(=O)c2ccc3c(c2)NC(=O)CS3)c1	-2	-0.3	-2	-4	0.4	-6	9	-7	-9	0.7
CC(=O)Cc1nsc(NC(=O)c2cccc(F)c2)n1	3	i	2	2	/	23	0	10	-7	-2.9
CCCc1nc2ccc(NC(=O)NCCC(=O)OCC)cc2c(=O)n1Cc1cccc(Cl)c1	3	i	3	10	-0.8	-12	6	-9	-11	-0.2
COc1ccc(/C=C2\Oc3cc(OCC(=O)N4CCC[C@H]4CO)ccc3C2=O)c(OC)c1	-1	-0.4	0	11	-8.9	17	-1	-21	4	5.6
CC(=O)c1c(C)[nH]c(C(=O)NCc2ccco2)c1C	4	-0.4	0	22	/	9	1	9	-7	0.8
O=C1CC(=O)CC(c2ccccc2Cl)C1	1	-0.2	-2	-7	/	13	5	6	-4	3.4
COC(=O)c1ccc(N2CCN(C)CC2)c(NC(=O)COc2ccc(OC)cc2)c1	2	-0.3	-5	7	-1.6	8	-1	-5	0	1.8
Brc1ccccc1OCCCCCN1CCCC1	/	/	2	/	/	5	/	-5	/	2.4
COc1ccc(N2CCN(c3ccc(NC(=O)NN)cc3)CC2)cc1	-2	-1.2	6	5	0.0	39	10	0	-2	-1.7
COc1ccc(Cl)cc1NC(=O)CNCc1cccs1	2	-1.4	-2	-6	-0.1	6	5	1	-6	0.7
O=C(c1ccco1)N1CCN(Cc2nnc(-c3ccccc3F)o2)CC1	2	-0.2	3	-2	0.3	5	11	1	1	0.4
COc1ccc2oc(C(=O)OCC(=O)NC(C)(C#N)C3CC3)c(C)c2c1 (configuration not stated)	31*	-1.4	/	7	0.2	/	1	-1	-19	-4.6
Cc1nn(Cc2ccc([N+](=O)[O-])cc2)c(=O)n1-c1ccc(F)cc1	2	-1.0	0	4	-0.3	14	4	1	-5	-0.1
COc1cccc(-c2c(NC(=O)c3ccco3)oc3ccc(Cl)cc3c2=O)c1	0	1.0	-3	36*	2.0	5	0	-2	-8	4.3
C[C@@H]1CC[C@]2(C(=O)O[C@@H]3O[C@H](CO)[C@@H](O)[C@H](O)[C@H]3O)CC[C@]3(C)C(=CCC4[C@@]5(C)CC[C@H](O[C@@H]6OC[C@H](O)[C@H](O[C@@H]7O[C@H](CO)[C@@H](O)[C@H](O)[C@H]7O)[C@H]6O)C(C)(C)C5CC[C@]43C)C2[C@]1(C)O (some centres not stated)	1	i	/	7	-0.8	/	8	3	0	0.6
CSc1nc2ccc(N3C(=O)C4CCCCC4C3=O)cc2s1 (configuration not stated)	2	-1.4	-6	19	-1.5	32	-11	-3	-10	1.9
COc1ccccc1/C=C\C=N\NC(=O)CCn1nnc2ccccc21	4	2.3	0	38*	/	-5	-9	-3	/	-0.9
CCOC(=O)C1CCN(C(=S)NC2CC3C=CC2C3)CC1 (configuration not stated)	1	-0.4	3	3	1.4	18	8	3	3	0.7
Cc1ccc(S(=O)(=O)/N=C(\CN2CCOCC2)N2CCOCC2)cc1	3	/	0	-5	-2.1	8	4	-5	/	-0.6
Cc1cccc2nc(Cn3c(=O)n(CCC(=O)NCc4ccco4)c(=O)c4sccc43)cc(=O)n12	3	-0.7	-2	14	-1.7	4	-1	0	-27	/
CCc1cccc2c(C=C(C#N)C#N)cn(CC(=O)N3CCCCCC3)c12	0	-0.9	1	13	-1.5	19	22	-1	-5	-4.6
O=C(NCc1ccco1)c1cnc2ccccn2c1=O	7	-0.1	-3	19	1.9	1	2	-1	-10	0.2
Cn1c(CN2CCCC2)nc2cc(NC(=O)Nc3ccccc3)ccc21	-1	3.0	0	5	2.7	11	1	2	4	-0.6
CCCCCN(C(=O)NC(=O)Nc1ccc(C)cc1C)S(C)(=O)=O	1	-1.4	3	1	/	5	-30	-1	-8	-0.9
Cn1nnnc1Sc1ncnc2scc(-c3ccsc3)c12	-3	0.2	/	1	3.0	/	0	1	-11	-4.0

Arranged by heavy-atom count (highest first): some entries from above.
SMILES	FBA Mtb inh	BH1578 lux ind	3CLpro inhibitor	GDH-TPI counter	Mtb BioA inh	DUSP3 inh	MazF activator	Rv3671c protease	SSB-PriA inh	Mtb UGM inh
C[C@@H]1CC[C@]2(C(=O)O[C@@H]3O[C@H](CO)[C@@H](O)[C@H](O)[C@H]3O)CC[C@]3(C)C(=CCC4[C@@]5(C)CC[C@H](O[C@@H]6OC[C@H](O)[C@H](O[C@@H]7O[C@H](CO)[C@@H](O)[C@H](O)[C@H]7O)[C@H]6O)C(C)(C)C5CC[C@]43C)C2[C@]1(C)O (some centres not stated)	1	i	/	7	-0.8	/	8	3	0	0.6
Cc1cccc2nc(Cn3c(=O)n(CCC(=O)NCc4ccco4)c(=O)c4sccc43)cc(=O)n12	3	-0.7	-2	14	-1.7	4	-1	0	-27	/
COc1cccc(-c2c(NC(=O)c3ccco3)oc3ccc(Cl)cc3c2=O)c1	0	1.0	-3	36*	2.0	5	0	-2	-8	4.3
CCc1cccc2c(C=C(C#N)C#N)cn(CC(=O)N3CCCCCC3)c12	0	-0.9	1	13	-1.5	19	22	-1	-5	-4.6
Cn1c(CN2CCCC2)nc2cc(NC(=O)Nc3ccccc3)ccc21	-1	3.0	0	5	2.7	11	1	2	4	-0.6
Cc1ccc(S(=O)(=O)/N=C(\CN2CCOCC2)N2CCOCC2)cc1	3	/	0	-5	-2.1	8	4	-5	/	-0.6
Cc1nn(Cc2ccc([N+](=O)[O-])cc2)c(=O)n1-c1ccc(F)cc1	2	-1.0	0	4	-0.3	14	4	1	-5	-0.1
CSc1nc2ccc(N3C(=O)C4CCCCC4C3=O)cc2s1 (configuration not stated)	2	-1.4	-6	19	-1.5	32	-11	-3	-10	1.9
Cn1nnnc1Sc1ncnc2scc(-c3ccsc3)c12	-3	0.2	/	1	3.0	/	0	1	-11	-4.0
O=C(NCc1ccco1)c1cnc2ccccn2c1=O	7	-0.1	-3	19	1.9	1	2	-1	-10	0.2

Three entries out of the list, sorted by length of the SMILES, ascending:
SMILES	FBA Mtb inh	BH1578 lux ind	3CLpro inhibitor	GDH-TPI counter	Mtb BioA inh	DUSP3 inh	MazF activator	Rv3671c protease	SSB-PriA inh	Mtb UGM inh
COc1ccccc1/C=C\C=N\NC(=O)CCn1nnc2ccccc21	4	2.3	0	38*	/	-5	-9	-3	/	-0.9
Cn1c(CN2CCCC2)nc2cc(NC(=O)Nc3ccccc3)ccc21	-1	3.0	0	5	2.7	11	1	2	4	-0.6
C[C@@H]1CC[C@]2(C(=O)O[C@@H]3O[C@H](CO)[C@@H](O)[C@H](O)[C@H]3O)CC[C@]3(C)C(=CCC4[C@@]5(C)CC[C@H](O[C@@H]6OC[C@H](O)[C@H](O[C@@H]7O[C@H](CO)[C@@H](O)[C@H](O)[C@H]7O)[C@H]6O)C(C)(C)C5CC[C@]43C)C2[C@]1(C)O (some centres not stated)	1	i	/	7	-0.8	/	8	3	0	0.6

Screens deposited in PubChem by several laboratories.

Not all compounds are listed. The share of hits here may be higher or lower than overall.
